MITF act: MITF TRPM1 promoter activation in melanoma cells. SK-MEL-5 TRPM1-promoter luciferase, 24 h; % of positive control, neutral wells = 0. activation, % at 12.5 µM. hit rate 0.75% among 300,000. AID 588334;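 active = mean activation of at least 80% with every replicate also reaching 80%; inconclusive = mean reaches 80% but some replicate falls short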;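 also: 0% = neutral control wells and 100% = parthenolide positive control wells; values of inactives mirror those of a sister screen read the other way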
HTR5A ag ctr: activates human HTR5A in OPRM1-OPRD1 agonist counter-screen. AID 504692. hit rate 0.61% among 340,000. activation, % at 9.3 µM. HTR5A agonist assay, luminescence, cell-based; in the data active = activation mostly above about 9.5%, no sharp cut-off; inactive = mostly below about 7.6%;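 also: 0% = cells with vehicle only and 100% = reference agonist; strong numbers were not always called active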
NSD2 inh: blocks human histone methyltransferase NSD2; O96028; NSD2 peptide methylation, AlphaScreen, 120 min; inhibition, % at 12.5 µM; hit rate 0.54% among 310,000; in the data active = inhibition above about 50%
V-ATPase pHluor: regulators of yeast V-ATPase proton transport; hit rate 0.37% among 350,000; S. cerevisiae, pHLuorin cytosolic pH fluorescence; response, % at 10 µM; in the data active = response mostly above about 7.3%, no sharp cut-off; inactive = mostly below about 5.4%; also: actives read high; inactives centre near 0; some compounds called inactive have numbers as strong as hits; reference of the scale not given here
Wnt bcat act: activates Wnt/beta-catenin signaling in a reporter cell assay | activator, plate reader | activation, % at 9.35 µM | hit rate 1.2% among 300,000 | AID 743398; in the data active = activation above about 30%, passing the limit was not always enough; inconclusive = no clear call, values can overlap the other calls;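 also: 0% = neutral control wells and 100% = positive control wells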
SR-BI HDL uptake: blocks mouse SR-BI lipid uptake from DiI-HDL | Q61009 | ldlA[mSR-BI] CHO cells, DiI-HDL uptake fluorescence, 3 h | inhibition, % at 12.5 µM | hit rate 0.96% among 320,000 | AID 488896;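 active = mean replicate inhibition of at least 70% and a set share of replicates each scoring 70 or more; inconclusive = meets just one of the two criteria; inactive = fails both criteria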;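 also: 0% = median of neutral control wells and 100% = median of positive control wells; values of inactives mirror those of a sister screen read the other way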
Target sequence (Q61009 whole entry, looked up): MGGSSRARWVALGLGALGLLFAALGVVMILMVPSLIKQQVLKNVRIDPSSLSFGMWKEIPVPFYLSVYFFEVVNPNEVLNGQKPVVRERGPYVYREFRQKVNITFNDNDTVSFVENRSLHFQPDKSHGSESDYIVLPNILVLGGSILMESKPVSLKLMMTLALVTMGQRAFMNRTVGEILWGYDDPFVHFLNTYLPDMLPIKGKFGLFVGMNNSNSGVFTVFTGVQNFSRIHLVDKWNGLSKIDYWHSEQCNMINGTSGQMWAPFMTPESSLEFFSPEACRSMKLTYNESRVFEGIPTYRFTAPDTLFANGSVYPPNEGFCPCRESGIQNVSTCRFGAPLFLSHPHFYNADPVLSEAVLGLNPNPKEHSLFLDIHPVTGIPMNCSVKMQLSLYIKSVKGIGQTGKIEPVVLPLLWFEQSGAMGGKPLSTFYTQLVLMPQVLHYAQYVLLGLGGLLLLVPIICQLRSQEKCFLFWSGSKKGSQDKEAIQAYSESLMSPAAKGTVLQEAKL
HTR5A inv ctr: counter-screen for OPRM1-OPRD1 inverse agonists: human HTR5A inverse agonism. hit rate 0.083% among 340,000. HTR5A cell line, luminescence. P47898. AID 504634. inhibition, % at 9.3 µM; in the data active = inhibition mostly above about 23%, no sharp cut-off; inactive = mostly below about 18%;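 also: 0% = cells with DMSO and 100% = no-cell wells with DMSO; some compounds called inactive have numbers as strong as hits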
PvdQ acylase: P. aeruginosa PvdQ acylase inhibition | purified PvdQ acylase, fluorescence plate reader | inhibition, % at 10 µM | hit rate 0.063% among 340,000; in the data active = inhibition above about 30%, passing the limit was not always enough; inconclusive = no clear call, values can overlap the other calls;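 also: 0% = vehicle neutral wells and 100% = reference inhibitor wells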
CDK5 p35 inh: blocks human CDK5/p35 kinase activity; inhibition, % at 10 µM; Recombinant CDK5/p35, ADP-Glo luminescence, 60 min; Q00535+Q15078; hit rate 0.01% among 330,000;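 active = highest replicate inhibition of at least 50% and at least 75% of replicates reaching 50%; inconclusive = only one of the two criteria met; inactive = both criteria failed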;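 also: plate controls were DMSO neutral control for no effect and GW8510 at 10 µM for full effect; many of its hits are not listed in these tables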
dFosB activator: enhances mouse delta FosB homodimer DNA binding | P13346 | purified delta FosB, TAMRA-CDK5 oligo fluorescence polarization; percent of positive-control signal above neutral wells | activation, % at 25 µM | hit rate 0.99% among 340,000 | AID 493131;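 active = mean activation above about 17%, with every replicate also reaching it, limit read from the data, passing the limit was not always enough; inconclusive = only one of the two conditions met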;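 also: fluorescence polarization rise as delta FosB binds a TAMRA Cdk5 AP-1 oligo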
Target sequence (P13346 whole entry, looked up): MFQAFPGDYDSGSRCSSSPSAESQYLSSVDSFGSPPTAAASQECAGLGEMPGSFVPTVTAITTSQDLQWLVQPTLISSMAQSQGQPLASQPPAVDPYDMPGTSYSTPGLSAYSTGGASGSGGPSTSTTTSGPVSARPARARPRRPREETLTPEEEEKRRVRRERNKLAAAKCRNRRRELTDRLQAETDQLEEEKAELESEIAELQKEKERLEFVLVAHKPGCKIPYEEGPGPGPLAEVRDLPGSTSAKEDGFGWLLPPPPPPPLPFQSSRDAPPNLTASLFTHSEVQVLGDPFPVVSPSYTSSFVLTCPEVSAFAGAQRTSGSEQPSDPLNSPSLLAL
* marks the source's active call; other numbers are inactive results; ? = inconclusive; . = no result given; & = joins results of further samples. Hits appear at their usual frequency; overall some 5% were active at least once.

SMILES	MITF act	HTR5A ag ctr	NSD2 inh	V-ATPase pHluor	Wnt bcat act	SR-BI HDL uptake	HTR5A inv ctr	PvdQ acylase	CDK5 p35 inh	dFosB activator
Cc1nnc(SCC(=O)NCC2COc3ccccc3O2)s1 (centres undefined)	7.1	1.9	-1.2	0.4	-2.7	-23.9	-10.9	-5.1	-0.5	1.1
COC(=O)c1ccc(Oc2nc(Nc3ccc(F)cc3)nc(N3CCCC3)n2)cc1	10.4	-1.6	-0.7	1.4	-0.3	-13.8	4.4	6.4	-0.3	4.2
Cc1c(Cl)c([N+](=O)[O-])nn1CCCC(=O)NC(C)c1ccccc1 (centres undefined)	2.6	1.6	-3.4	5.3	-6.1	-1.3	4.3	7.7	0.6	0.3
Cc1nc(C(=O)Nc2ccc(F)cc2)nn1-c1ccc([N+](=O)[O-])cc1	.	6.2	1.2	-1.9	.	18.2	5.8	-16.1	0.5	3.6
O=C(O)c1cc(S(=O)(=O)NC2CCCc3ccccc32)ccc1O (centres undefined)	-8.7	4.0	2.5	4.6	-1.0	.	-12.1	1.5	-1.7	2.3
CCOC(=O)N1CCC(NC(=O)CS(=O)(=O)Cc2nc(-c3cccc(Cl)c3)oc2C)CC1	1.7	0.2	11.8	2.7	-0.7	33.5	-6.5	-1.3	0.1	-4.3
O=C(OCc1csc(-c2ccccc2)n1)C1=NN(c2ccccc2)C(=O)CC1	10.3	-6.8	-2.7	1.0	4.8	-9.9	16.8	-9.2	1.0	-9.6
CCN(CCCNC(=O)c1[nH]c(C)c(C(C)=O)c1C)c1cccc(C)c1	-1.4	1.6	4.2	-1.3	.	.	-11.5	-6.7	-2.3	-14.2
Cc1ccc(S(=O)(=O)NCCC(=O)NNC(=O)C2COc3ccccc3O2)cc1 (centres undefined)	-2.2	0.2	0.7	-4.4	-2.4	-21.3	-9.2	0.2	-0.1	-4.7
COc1ccccc1CN1CC(C(=O)N2CCCCO2)CCC1=O (centres undefined)	55.2	1.4	-1.7	2.5	19.2	-5.3	5.1	-2.5	0.9	2.2
O=C(Oc1ccc(OC(=O)c2ccncc2)cc1)c1ccncc1	2.1	-4.7	-5.4	-3.1	5.2	.	-6.0	-12.6	-0.9	-1.0
CCC(C)NC(=O)C1CCN(S(=O)(=O)c2ccc(-n3cnnn3)cc2)CC1 (centres undefined)	-7.4	-4.4	2.3	5.5	0.6	-2.6	-30.2	-1.9	-0.2	-12.8
CCCC(=O)Nc1cc(S(=O)(=O)N2CCOCC2)ccc1N1CCCCC1	-12.4	-3.2	1.1	-2.3	1.4	5.9	12.4	-11.8	-2.4	-5.9
Cc1ccc(-c2cn(C[C@H]3CC[C@@H]([C@@H]4CC[C@H](Cn5cc(-c6ccc(C)cc6)nn5)O4)O3)nn2)cc1	0.5	-3.8	.	-1.4	-3.7	20.3	9.5	-0.9	1.0	-2.0
O=C(N/N=C/c1ccccc1O)C1CC(=O)N(c2ccc(Cl)cc2)C1 (centres undefined)	-47.7	-2.4	-1.7	2.7	-1.6	-7.0	5.7	-10.9	0.0	-7.7
CCN(CC)C(=O)Cn1cc(C(=O)C(=O)N2CCN(c3ccc([N+](=O)[O-])cc3)CC2)c2ccccc21	-6.1	-7.2	-5.8	8.5	-1.3	64.7	18.3	-4.3	-0.4	-12.9
Cc1cc(C(=O)NN=Cc2ccc(-c3ccc(F)cc3)o2)c(C)o1	11.5	-1.2	0.5	-2.8	0.3	32.6	3.2	8.9	1.8	-14.2
COc1ccc(-c2nnc(CSc3ncnc4sc5c(c34)CCC5)o2)cc1OC	-10.9	-4.6	.	2.7	-3.1	-13.6	-9.7	7.5	2.0	-17.2
COC(=O)c1cc(NCc2c(F)cccc2Cl)ccc1N1CCOCC1	-4.8	0.6	-1.3	1.7	26.8	19.9	-1.8	-15.8	0.0	-9.4
CCOC(=O)C1(Cc2ccccc2Cl)CCN(S(=O)(=O)N(C)C)CC1	-10.2	-2.1	-1.3	-0.7	-1.7	-0.7	3.1	-10.2	-1.1	-7.9
COc1ccc(Nc2cc(C)nc3ncnn23)c(OC)c1	1.4	-1.6	.	-3.1	-0.8	-0.1	4.3	-6.7	0.9	-1.2
O=C(COc1ccc(S(=O)(=O)N2CCOCC2)cc1Cl)N1CCCC1	.	6.2	-0.5	0.8	-0.6	.	-17.6	-6.5	3.5	-3.2
Cc1ccc(Nc2nc(C)nc3c2oc2ccccc23)cc1	.	8.2	2.9	5.1	-0.1	10.8	5.9	1.2	1.9	-13.5
CCOc1ccc(CCN2C(=S)N([C@@H](CC(C)C)CN3CCCC3CN3C(=S)NC[C@@H]3CC(C)C)C[C@@H]2CC(C)C)cc1 (some centres undefined)	-2.6	3.4	.	-2.3	-5.2	5.0	-12.8	-8.4	-0.5	0.3
Nc1nc(SCC(=O)Nc2cccc(S(=O)(=O)N3CCCCCC3)c2)n[nH]1	0.7	1.5	-1.4	-1.1	-0.9	-9.7	24.0	-33.3	0.3	-5.0
COc1ccccc1CNC(=O)C1CC(c2c(Cl)cccc2Cl)=NO1 (centres undefined)	3.6	0.4	.	1.2	-7.4	2.6	4.4	1.4	0.4	4.8
O=c1[nH]nc(CNc2ccc(Cl)cc2Cl)c2ccccc12	12.4	10.1	-0.8	6.3	-5.0	46.5	22.5	-7.7	0.7	14.9
CCOc1ccc(S(=O)(=O)NCCC(=O)N2CC(C)OC(C)C2)cc1 (centres undefined)	12.6	-1.1	-0.9	1.1	-4.3	-14.2	2.9	-8.3	0.1	-7.7
COc1ccccc1-c1nnc(NC(=O)OCC(C)C)s1	-9.7	0.3	-2.5	0.1	0.2	7.7	5.0	0.0	-1.7	-6.0
O=C1COc2ccc(C(=O)COC(=O)CCc3ccc(S(=O)(=O)N4CCOCC4)cc3)cc2N1	-8.9	-4.3	-0.5	1.3	-2.3	1.6	11.8	-18.4	-1.2	-4.2
CCN(CC(=O)NCc1cccs1)C(=O)CCOc1ccccc1	-5.4	-4.5	-0.1	3.0	-3.1	-29.6	17.6	-17.9	-3.1	-5.7
Cn1c(CC(=O)Nc2ccccc2Cl)nnc1SCC(=O)NC1=NCCS1	9.2	6.7	-3.0	1.6	-0.3	.	-19.0	-2.7	-10.2	-2.0
Cc1ccc(S(=O)(=O)NCCNS(=O)(=O)c2ccc(C)cc2)cc1	-2.1	3.6	26.2	338.4*	-1.8	6.0	-12.7	-17.5	0.0	-1.6
O=C(C1=NNCC1c1ccccc1)C1OC1c1ccccc1 (centres undefined)	.	-2.3	9.9	-0.9	0.8	-3.3	9.4	16.9	6.6	1.3
CCN(CC)C(=O)C(Oc1ccc(S(=O)(=O)N2CCCC2)cc1[N+](=O)[O-])c1ccccc1 (centres undefined)	-3.3	-6.9	3.8	1.4	-0.7	.	14.4	11.8	2.0	-9.0
Cc1c(Cl)c([N+](=O)[O-])nn1CCCC(=O)O	3.5	2.1	1.0	2.1	-1.1	5.3	-5.9	-6.8	0.8	4.6
C=CCOc1cccc(C2/C(=C(/O)c3ccc(Cl)cc3)C(=O)C(=O)N2CCN2CCOCC2)c1 (centres undefined)	.	0.9	-1.5	3.0	-4.0	-7.3	-2.4	-14.9	-0.1	-0.3
O=C(NCc1cccnc1)c1cccc(OC2CCN(Cc3ccc(CO)o3)CC2)c1	-7.1	-2.2	0.5	-3.0	-1.1	-0.5	0.8	6.9	-1.3	-7.5
C=CCc1cc(OC)ccc1OCC(O)CN1CCN(c2ccc(OC)cc2)CC1 (centres undefined)	7.5&-5.1	5.1	14.1&5.7	3.0&1.8	-1.5&-1.0	-14.8&11.3	-12.2	-5.8&-22.7	-0.5&-2.7	-13.3&-7.4
CCNS(=O)(=O)c1ccc(CCC(=O)Nc2ccc3c(c2)OCCO3)cc1	-3.0	-0.1	1.5	-1.8	-0.3	1.5	0.4	-13.7	0.6	6.0
C=CCC1(Cl)C(=O)C(Cl)=C(N2CCOCC2)C1(OC)OC (centres undefined)	3.6	2.5	1.8	0.1	-2.5	-19.4	18.2	-3.2	1.3	-3.3
CSc1ccc(/C=N/Nc2cccc(C(=O)O)c2)cc1	-78.7	1.2	99.5*	-0.1	.	-3.3	-3.0	8.9	-1.6	-14.4
COc1ccc(NC2CCCN(C(=O)c3ccc4nccnc4c3)C2)cc1OC (centres undefined)	-6.5	0.2	32.2	-2.2	0.0	0.5	-9.7	-4.6	0.8	3.2
COc1ccc(OCC(=O)Nc2nnc(S(=O)(=O)N3CCCCCC3)s2)cc1	2.4	-4.7	.	-1.5	-2.2	13.3	13.8	-14.5	-1.5	-7.0
CN(CC(=O)Nc1ccc(Cl)c(Cl)c1)CC(=O)Nc1ccc2c(c1)OCO2	5.9	3.8	-1.0	3.0	-2.4	-8.5	-10.4	-2.1	0.3	-10.2
CCCCCCN(C(=O)CCCN1C(=O)NC(c2ccc(-c3ccccc3)cc2)C(C(=O)OCc2ccccc2)=C1C)C(C)C(=O)NCCCC (centres undefined)	-5.7	-1.7	.	-2.3	-3.6	-9.9	6.2	3.0	3.0	-6.5
Cc1ccc(C)c(NC(=O)C2CC(Cl)=CCC2C(=O)O)c1 (centres undefined)	3.0	3.6	-3.1	-0.4	.	1.6	-11.6	4.8	5.2	-10.2
CC1(C)NC(=O)N(CC(=O)Nc2ccc(-n3cnnn3)cc2)C1=O	-0.8	4.1	1.6	-0.1	-4.5	1.6	-16.0	7.3	1.7	-1.0
CC(C)CC(=O)N1CCN(S(C)(=O)=O)CC1	1.1	8.5	-0.8	1.4	-1.1	-10.9	-23.4	0.1	-1.6	9.9
CC(C)CNC(=O)COC(=O)/C=C/c1ccco1	1.7	-1.5	1.6	-1.4	-0.6	-0.4	10.6	-9.9	0.3	2.4
CC(C)(C)NC(=O)C(=O)NN=C1CCCCCCCCCCC1	4.2	7.5	-3.1	-0.5	-1.0	-6.6	-2.5	-7.3	1.3	6.5
COc1ccc(Cc2nc(=S)[nH][nH]2)cc1Br	-1.2	0.4	0.1	-3.2	-0.4	-6.5	17.5	-11.1	2.2	3.5
Cc1c(C)c2ccc(OC3CCCCC3=O)cc2oc1=O (centres undefined)	13.3	0.1	-2.8	-2.1	?	-3.4	13.6	-5.0	0.9	12.9
COc1ccccc1CN1[C@@H](CC(=O)O)c2cc(F)ccc2S1(=O)=O	1.0	17.9	.	-1.9	-2.7	-1.6	-52.4	7.9	0.1	-6.8

Gathered by group, the entries above with a thiophene ring, fused or not.
SMILES	MITF act	HTR5A ag ctr	NSD2 inh	V-ATPase pHluor	Wnt bcat act	SR-BI HDL uptake	HTR5A inv ctr	PvdQ acylase	CDK5 p35 inh	dFosB activator
COc1ccc(-c2nnc(CSc3ncnc4sc5c(c34)CCC5)o2)cc1OC	-10.9	-4.6	.	2.7	-3.1	-13.6	-9.7	7.5	2.0	-17.2
CCN(CC(=O)NCc1cccs1)C(=O)CCOc1ccccc1	-5.4	-4.5	-0.1	3.0	-3.1	-29.6	17.6	-17.9	-3.1	-5.7

Source: PubChem
